Assay outcomes deposited in PubChem BioAssay by several laboratories.
CYP2C9 activ – human CYP2C9 activators, primary screen, biochemical, luminescence; Cytochrome P450 2C9 (Homo sapiens), P11712; recombinant CYP2C9, luciferin-H conversion; hits give high values; factor 1 = untreated enzyme, 0 = blocked; activation factor at 5 µM; 1.4% of 96,000 active; AID 1024, 2008;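 active means activation factor of 2 or more for CYP2C9 at a 5 µM dose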;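 further: 0 = sulfaphenazole-blocked wells and 1 = vehicle-only wells; values of inactives mirror those of a sister screen read the other way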
Target sequence (P11712 whole entry, looked up): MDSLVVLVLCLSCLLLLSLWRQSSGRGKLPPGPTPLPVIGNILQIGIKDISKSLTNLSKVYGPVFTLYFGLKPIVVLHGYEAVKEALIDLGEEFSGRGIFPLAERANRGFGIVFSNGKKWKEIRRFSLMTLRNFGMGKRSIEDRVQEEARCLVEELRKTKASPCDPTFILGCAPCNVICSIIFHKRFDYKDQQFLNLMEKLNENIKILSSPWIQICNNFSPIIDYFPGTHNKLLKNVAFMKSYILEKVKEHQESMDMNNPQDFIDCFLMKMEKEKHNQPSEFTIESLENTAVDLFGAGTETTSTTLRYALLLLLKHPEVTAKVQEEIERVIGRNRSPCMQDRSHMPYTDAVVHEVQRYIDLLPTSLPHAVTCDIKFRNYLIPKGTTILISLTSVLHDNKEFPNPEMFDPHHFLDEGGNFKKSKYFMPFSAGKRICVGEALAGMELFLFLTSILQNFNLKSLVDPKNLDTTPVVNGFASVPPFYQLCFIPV
CYP2C9 inh – blockers of cytochrome P450 2C9 activity – biochemical, luminescence, ADME assay, primary screen | P11712 | CYP2C9 Supersomes, luciferin-H conversion | inhibition, % at 5 µM | 20% of 96,000 active;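 active means blocking of liver enzyme CYP2C9 beyond about 50% at 5 µM, limit read from the data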; further: values of inactives mirror those of a sister screen read the other way
E coli WT exp – growth inhibitors of wild-type E. coli, primary screen, strain BW25113, expanded library, OD600 | OD600 absorbance | growth inhibition, % at 100 µM | 0.15% of 98,000 active | AID 710, 2007;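 active means growth inhibition above about 50% at one test dose, limit read from the data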;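 further: growth measured after 20 h incubation at 37 °C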
PLAP activator – PLAP enzyme activators, biochemical, luminescence, HTS; Alkaline phosphatase, placental type (Homo sapiens), P05187; purified PLAP enzyme, luminescent substrate read-out; hits give high values; activation fold at 20 µM; 1.2% of 96,000 active; in the data active means activation fold above about 2
Target sequence (P05187 whole entry, looked up): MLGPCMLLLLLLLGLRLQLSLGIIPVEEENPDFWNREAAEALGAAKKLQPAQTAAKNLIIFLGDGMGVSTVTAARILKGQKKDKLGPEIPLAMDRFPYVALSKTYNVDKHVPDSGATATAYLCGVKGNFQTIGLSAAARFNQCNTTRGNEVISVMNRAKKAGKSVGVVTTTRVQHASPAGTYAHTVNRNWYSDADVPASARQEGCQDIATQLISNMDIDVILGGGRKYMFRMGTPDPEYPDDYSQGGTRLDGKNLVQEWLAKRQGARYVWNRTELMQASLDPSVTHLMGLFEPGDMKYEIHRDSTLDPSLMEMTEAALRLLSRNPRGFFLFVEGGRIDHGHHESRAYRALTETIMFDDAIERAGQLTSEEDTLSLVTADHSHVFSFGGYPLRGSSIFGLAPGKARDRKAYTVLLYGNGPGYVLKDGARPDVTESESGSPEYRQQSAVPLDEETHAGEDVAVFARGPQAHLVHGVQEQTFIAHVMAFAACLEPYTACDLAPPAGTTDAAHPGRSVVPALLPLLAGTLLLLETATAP
CYP2C19 inhib – blockers of cytochrome P450 2C19 activity – biochemical, luminescence, ADME assay, primary screen. inhibition, % at 5 µM. 21% of 96,000 active. CYP2C19 Supersomes, luciferin-H EGE luminescence, 30 min. AID 778, 2007;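 active means CYP2C19 inhibition above a set limit at 5 µM in the primary screen, cut at about 50% in these data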;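 further: plate controls were negative control wells for no effect and 2.5 mM tranylcypromine positive control for full effect; values of inactives mirror those of a sister screen read the other way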
PostGolgi yeast – phenotypic screen on post-Golgi transport, primary screen. inhibition, % at 10 µM. post-Golgi transport phenotypic cell assay. 0.9% of 98,000 active; in the data active means inhibition above about 30%;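 further: yeast cells grown in 1536-well plates; yeast grown about 18 h at 30C before absorbance read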
CYP2C19 activ – human CYP2C19 activators, primary screen, biochemical, luminescence. AID 1025, 2008. 96,000 tested, under 10 active. recombinant CYP2C19, luciferin-H EGE luminescence; hits give high values; 0 = fully inhibited enzyme, 1 = untreated enzyme. activation factor at 5 µM;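 active means activation factor of at least 2 at 5 µM in the primary screen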;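 further: 0 = wells with 2.5 mM tranylcypromine and 1 = vehicle-only wells; values of inactives mirror those of a sister screen read the other way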
PTK2B oligo ant – antagonists of Pyk2 self-association, primary screen, Q293 cells, FERM NanoBiT luminescence, HTS. Protein-tyrosine kinase 2-beta (Homo sapiens), Q14289. hits give low values. z-score (the deposit names both 25 µM and 10 µM). 0.83% of 99,000 active;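 active means Z-score of -3 or lower, scaled per plate to the spread of control and sample wells; inactive means z-score above -3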;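 further: negative z-score means lost luminescence so less FERM oligomerization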
EphB4 ephrin blk – EphB4-ephrin-B2 interaction antagonists, primary screen, biochemical, TNYL-RAW peptide probe, fluorescence polarization; EphB4 LBD / TNYL-RAW-Alexa532 peptide; Ephrin type-B receptor 4 (Homo sapiens), P54760; 0.15% of 97,000 active; inhibition, % at 7 µM; AID 720, 2007;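 active means inhibition above the screen-wide mean inhibition plus 3 SD, cut at about 15% in these data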;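 further: 0% = DMSO wells and 100% = excess unlabeled TNYL-RAW peptide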
Active calls of the source: *; · = no result given.

SMILES | CYP2C9 activ | CYP2C9 inh | E coli WT exp | PLAP activator | CYP2C19 inhib | PostGolgi yeast | CYP2C19 activ | PTK2B oligo ant | EphB4 ephrin blk
O=C(CN1CCN(c2ccccn2)CC1)N1c2ccccc2Sc2ccc(C(F)(F)F)cc21 | 0.6 | 44 | -8 | 1.6 | 73* | 3 | 0.3 | 0.16 | 4
Cc1cccc(OC(=O)c2cn(C)nc2C(F)(F)F)c1C | 1 | -5 | -1 | 1 | 34 | 5 | 0.7 | -0.31 | -1
COC(=O)Cc1[nH]nc2c1C1(C(=O)N(Cc3ccccc3)c3ccccc31)C(C#N)=C(N)O2 (stereo not drawn) | 0.4 | 61* | 2 | 1.8 | 64* | -2 | 0.4 | -0.03 | -2
O=[n+]1c2c(n([O-])c3ccccc31)CCCC2 | 0.8 | 23 | -1 | 1.1 | 0 | -15 | 1 | -0.34 | -5
COc1ccc(C(=O)N/N=C/c2cc3ccccc3[nH]c2=S)cc1 | 0.5 | 48 | -9 | 1.1 | 43 | -1 | 0.6 | -0.51 | 4
Cc1ccc(C2(C)NC(=O)N(CC(=O)NCCC3=CCCCC3)C2=O)cc1 (stereo not drawn) | 0.7 | 33 | 0 | 1.4 | 22 | 2 | 0.8 | 0.68 | -6
Cc1c(NS(=O)(=O)c2ccc3c(c2)CCN3C(=O)C2CC2)c(=O)n(-c2ccccc2)n1C | 1.1 | -6 | 4 | 1.1 | 12 | 11 | 0.9 | 0.32 | 3
O=C(/C=C/c1ccco1)NC(=S)Nc1ccc(N2CCOCC2)c(Cl)c1 | 0.9 | 8 | -14 | 1 | 3 | -1 | 1 | -0.34 | 14
COc1ccc(CNC(=O)C2COc3ccccc3O2)cc1 (stereo not drawn) | · | · | -17 | · | · | 7 | · | 2 | 10
COCc1cc(C)nc(SCC(=O)N2CCC(C)CC2)c1C#N | 0.9 | 7 | 1 | 1 | 49 | -2 | 0.5 | 0.01 | 2
O=c1[nH]c2cc3c(cc2cc1CN(Cc1cccnc1)Cc1nnnn1Cc1ccco1)OCCO3 | 0.6 | 39 | 4 | 1.4 | 40 | 4 | 0.6 | 0.85 | -6
CCOc1ccccc1NC(=O)c1cnc2n(c1=O)CCS2 | 1.9 | -95 | -1 | 1.1 | -10 | 2 | 1.1 | 0.54 | -6
COc1cccc(NC=C2C(=O)OC3(CCCCC3)OC2=O)c1 | 1 | 0 | 2 | 0.8 | 6 | -7 | 0.9 | 0.19 | ·
O=C(COc1ncnc2ccccc12)N1CCN(S(=O)(=O)c2ccccc2)CC1 | 1 | 1 | -7 | 1 | -14 | -1 | 1.1 | 0.52 | -5
Cc1nnc(SCC(=O)Nc2ccc(Br)cn2)[nH]c1=O | 1 | 4 | -6 | 1.2 | -20 | 5 | 1.2 | 0.09 | 5
CCCCCCn1c(SCCC)nc2c1c(=O)[nH]c(=O)n2C | 1.1 | -8 | -9 | 1.1 | 9 | -7 | 0.9 | 0.02 | -1
O=C(CSc1nnc(COc2ccccc2)n1Cc1ccco1)NCc1ccco1 | 0.2 | 78* | 8 | 1.6 | 58* | -1 | 0.4 | 0.68 | 5
Cc1ccc(S(=O)(=O)NC(=NC(C)C(=O)O)c2ccccc2)cc1 (stereo not drawn) | 1 | -4 | -4 | 1 | 0 | -2 | 1 | 0.41 | -11
CCOC(=O)c1nc(C)n(-c2cc(Cl)ccc2Cl)n1 | 0.9 | 10 | 2 | 0.9 | 37 | -3 | 0.6 | 0.82 | -2
CCCCSc1nnc([C@H](C)NC(=O)OC(C)(C)C)o1 | 0.7 | 33 | 4 | 1.2 | 75* | 7 | 0.2 | -0.25 | 4
COc1ccccc1N1CCN(C2=CC(=O)CCC2)CC1 | 0.8 | 19 | -1 | 1.2 | 8 | -4 | 0.9 | 0.39 | ·
CCN(CC)C(=O)CN(c1cc(Cl)ccc1OC)S(C)(=O)=O | · | · | -5 | · | · | 8 | · | -0.86 | 5
COCCN1C(=O)C(=O)/C(=C(/O)c2cccc(OC)c2)C1c1ccc(C)o1 (stereo not drawn) | 1 | 2 | -2 | 1.1 | -8 | -11 | 1.1 | 0.93 | 0
CCCOC(=O)c1ccc(Oc2c(-c3ccc(O)cc3O)n[nH]c2C)cc1 | 0 | 98* | 15 | 1.8 | 87* | 1 | 0.1 | -2.1 | 9
CC(=O)c1ccc(-n2c(CCC(=O)O)ccc2-c2cccs2)cc1 | 0.9 | 10 | -1 | 1.2 | 12 | 11 | 0.9 | 0.27 | -6
CN1CCN(C(=O)CN(Cc2ccc(Cl)cc2)S(C)(=O)=O)CC1 | 1 | 0 | 0 | 1.6 | 69* | -9 | 0.3 | 0.23 | -7
Cc1ccc2c(CC(=O)O)coc2c1C | 0.9 | 6 | -2 | 1 | 5 | 3 | 0.9 | 0.12 | ·
CCOC(=O)/C(C#N)=C1\Nc2ccccc2N=C1N(CC(C)C)CC(C)C | 0.9 | 8 | -15 | 1.3 | 8 | 0 | 0.9 | -1.4 | 0
CCOC(=O)C(C)Oc1ccc(C2NC(=O)NC(C)=C2C(=O)Nc2ccccc2C)cc1 (stereo not drawn) | 0.8 | 21 | -7 | 1.5 | 20 | -1 | 0.8 | 0.33 | 4
CC(C)CCNC(=O)CNC(=O)c1cccs1 | 0.9 | 6 | 11 | 0.8 | 34 | 4 | 0.7 | 0.11 | -1
COc1cc(CNn2nnnc2N)ccc1OCC(=O)NC(C)(C)C | 1 | -5 | -3 | 0.8 | -11 | -10 | 1.1 | 2.2 | 1
CC1CCc2nn(CC(=O)Nc3ccc(F)cc3F)cc2C1 (stereo not drawn) | 0.6 | 42 | -1 | 0.9 | 15 | 7 | 0.9 | · | 1
CSCCC(NC(=O)c1ccoc1C)C(=O)O (stereo not drawn) | 0.8 | 16 | -11 | 0.9 | -3 | 13 | 1 | 0.13 | -2
COc1cccc(C2=N/C(=C\N(C)C)C(=O)O2)c1 | 0.7 | 30 | 2 | 1 | 63* | 11 | 0.4 | 1.4 | -9
OCCN=C(c1ccccc1)C12CN3CN(CN(C3)C1)C2 | 1 | -4 | -8 | 1 | -6 | 3 | 1.1 | 0.31 | -8
Cc1nc2ncnn2c(C)c1CCC(=O)Nc1csc(N)n1 | · | · | 2 | · | · | 0 | · | 0.05 | 0
Cc1nc2ccccn2c1C(=O)CSc1ccccc1Cl | 1 | 0 | 2 | 0.8 | 39 | 0 | 0.6 | -0.88 | 5
Cn1c(Cn2nnc3ccccc32)nnc1SCC(N)=O | 1.2 | -19 | 2 | 1.3 | -20 | -1 | 1.2 | 0.98 | -11
CC(C)n1c(SCc2ccccc2F)nc2c1c(=O)n(C)c(=O)n2C | 0.3 | 74* | 4 | 1.5 | 60* | 1 | 0.4 | · | -8
CC(C)(C)S(=O)(=O)c1ccc2nc3c(n2c1)CCCC3 | 0.6 | 36 | -1 | 1.1 | 10 | 5 | 0.9 | 0.34 | -4

Some of the entries so far, field by field.
molecule: COc1cccc(C2=N/C(=C\N(C)C)C(=O)O2)c1
  CYP2C9 activ: 0.7 | CYP2C9 inh: 30 | E coli WT exp: 2 | PLAP activator: 1 | CYP2C19 inhib: 63* | PostGolgi yeast: 11 | CYP2C19 activ: 0.4 | PTK2B oligo ant: 1.4 | EphB4 ephrin blk: -9

molecule: OCCN=C(c1ccccc1)C12CN3CN(CN(C3)C1)C2
  CYP2C9 activ: 1 | CYP2C9 inh: -4 | E coli WT exp: -8 | PLAP activator: 1 | CYP2C19 inhib: -6 | PostGolgi yeast: 3 | CYP2C19 activ: 1.1 | PTK2B oligo ant: 0.31 | EphB4 ephrin blk: -8

The list goes on:
SMILES | CYP2C9 activ | CYP2C9 inh | E coli WT exp | PLAP activator | CYP2C19 inhib | PostGolgi yeast | CYP2C19 activ | PTK2B oligo ant | EphB4 ephrin blk
COC(=O)c1ccc(CSc2nnnn2Cc2ccccc2)cc1 | 0.2 | 78* | -12 | 0.7 | 31 | 3 | 0.7 | -0.86 | -5
c1ccc(CCc2nc(-c3ccc(-n4cccc4)cc3)no2)cc1 | 1 | 0 | -11 | 0.7 | -11 | -6 | 1.1 | · | -6
Cc1cccc(C)c1NC(=O)CSc1nnnn1C | 1.2 | -16 | -4 | 1.4 | -13 | 4 | 1.1 | -0.25 | 0
Cc1c(NC(=O)C(C)Sc2nc3ccccc3c(=O)n2CCO)c(=O)n(-c2ccccc2)n1C (stereo not drawn) | 0.4 | 58* | 1 | 1.9 | 15 | -6 | 0.9 | 0.5 | -2
CC(=O)Nc1nc2c(c3c1c(=O)oc1ccccc13)CCCCC2 | 0.9 | 10 | 19 | 0.8 | 21 | 0 | 0.8 | · | 1
CC(C)NC(=O)CSc1ccccc1C(=O)NCc1ccc2c(c1)OCO2 | 0.8 | 17 | 4 | 0.8 | 34 | 4 | 0.7 | -0.17 | 2
O=C(Cn1cnc2ccccc2c1=O)N1CCN(Cc2ccc3c(c2)OCO3)CC1 | 0.9 | 8 | 2 | 1 | -3 | -7 | 1 | 3.8 | -3
C=CCn1c(SCC(=O)NC(=O)NCc2ccco2)nc2sc(CC)cc2c1=O | 0.3 | 71* | -17 | 1.1 | 38 | 3 | 0.6 | -2.6 | ·
CCOc1cc2c3c(c1)C1(C(=O)N3C(C)(C)C=C2C)C(C#N)=C(N)Oc2cc(O)ccc21 (stereo not drawn) | 0.4 | 56* | 2 | 1.2 | 35 | -3 | 0.7 | -0.68 | 1
CCCCOC(=O)C1Cc2ccccc2C(=O)O1 (stereo not drawn) | 0.8 | 24 | -2 | 0.9 | 85* | 4 | 0.2 | 0.24 | 6
Cc1c(CN2CCCCC2)c(O)n(CCCO)c(=O)c1C#N | 1.2 | -21 | 5 | 0.9 | -15 | -5 | 1.1 | 0.12 | -10
Clc1ccc2c(c1)C=Nc1c(NCc3ccccc3)ncnc1O2 | 0.6 | 36 | -6 | 1 | 12 | 0 | 0.9 | -0.41 | -8
CCN(CC)CCCN1C(=O)c2oc3ccccc3c(=O)c2C1c1cccc(OC)c1OC (stereo not drawn) | 0.7 | 33 | -2 | 1.5 | 21 | -3 | 0.8 | 1.1 | 3
Nc1nnnn1/N=C/C(Br)=C/c1ccccc1 | 1.1 | -8 | -5 | 0.9 | -4 | 7 | 1 | 0.54 | 8
CCc1nc(NCc2ccco2)c2oc3ccccc3c2n1 | · | · | 4 | · | · | -3 | · | -1.3 | -7
O=c1[nH]cnc2scc(C3COc4ccccc4O3)c12 (stereo not drawn) | 0.2 | 80* | 4 | 2.1* | 88* | 13 | 0.1 | 0.43 | ·
CCOC(=O)c1sc(NC(=O)CSc2n[nH]c(-c3ccccc3)n2)c(C#N)c1C | 0.3 | 72* | -11 | 1.7 | 19 | -7 | 0.8 | -2.6 | ·
O=C(CSc1nnnn1-c1ccccc1)Nc1ncc(Cc2cc(Cl)ccc2Cl)s1 | 1.3 | -29 | -3 | 0.9 | 3 | -6 | 1 | 0.21 | -13
CCCCOc1ccc(C2CC(=O)N(C)C2=O)cc1 (stereo not drawn) | · | · | -3 | · | · | 4 | · | 0.96 | 1
Cc1ccc(-n2c(CNc3ccc(F)cc3)nnc2SCC(N)=O)cc1 | 0.9 | 15 | 6 | 1.1 | 10 | -1 | 0.9 | 0.28 | -8
CCNc1oc(-c2ccc(OC)cc2)nc1S(=O)(=O)c1ccc(Br)cc1 | 1 | -3 | -5 | 0.9 | 10 | -11 | 0.9 | -0.15 | -4
O=C(c1ccco1)c1cn(CC(=O)N2CCCCC2)c2ccccc12 | 0.7 | 34 | -4 | 0.8 | 27 | 2 | 0.7 | 0.23 | 6
O/N=C1/C2C3CC4C5C3C1C5C1(OCCO1)C42 (stereo not drawn) | 1.2 | -18 | 2 | 1 | -17 | -3 | 1.2 | -0.13 | ·
CCN(CC)CCn1c2ccccc2c2cnc(N)c(C#N)c21 | 1 | -3 | 22 | 1.1 | -5 | 2 | 1 | -0.46 | -9

Outcome played no part in choosing rows. About 31% of those tested had a hit in this group.
